MLL CXXC-DNA inh: qHTS Fluorescence Polarization Assay for Inhibitors of MLL CXXC domain - DNA interaction. Histone-lysine N-methyltransferase 2A (Homo sapiens), Q03164. MLL-CXXC / FITC-HOXA9 DNA fluorescence polarization. Potency, µM (series often up to 115 µM), without a hit: at the highest dose activity change, negative = inhibition, most hits filed as inhibitors. hit rate 0.037% among 290,000; active = well fitted inhibition curve with a large enough effect in the polarisation, with a control signal flat, not every such curve was filed as active; inconclusive = small, poorly fitted or top-dose-only effect, or effect the other way, or a change in a side signal; inactive = no such curve, though single readings can be large or run the other way; the % refers to the polarisation; also: potency is read from the fitted curve at half-maximal effect
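Steps: dispense CXXC domain solution (7 uM) → pin compounds or unlabeled HOX-A9 DNA control → 5 min ambient → add FLSN-HOX-A9 solution (50 nM) → spin → 30 min ambient → fluorescence polarization. Tris pH 7.5/NaCl/DTT/BSA buffer.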
KCNH2 WT inh: qHTS for Inhibitors of KCHN2 3.1: Wildtype qHTS. Voltage-gated inwardly rectifying potassium channel KCNH2 (Homo sapiens), Q12809. hit rate 0.37% among 340,000. AID 720551, 2013. U2OS, BacMam KCNH2, thallium flux FluxOr; hits give low values. activity change, % at 1.84 µM;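 active = maximum activity change below -70%; inconclusive = maximum activity change between -70% and -50%; inactive = maximum activity change above -50%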; also: % is scaled to controls: 0 for no effect and ±100 for the full control effect
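U2OS cells were transduced with wild-type KCNH2 virus (2.03 x 10^8 / mL) for 4 h at room temperature, then cultured overnight at 37 C. Thallium flux was read with FluxOr dye. Rate constants were normalized to DMSO controls.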
USP2a block: qHTS Assay for Inhibitors of Ubiquitin-specific Protease USP2a Using CHOP2 as the Reporter | AID 463254, 2010 | Potency, µM (series often up to 38.3 µM), for the others: top-dose activity change, negative = inhibition, hits mostly inhibitors | Ubiquitin carboxyl-terminal hydrolase 2 (Homo sapiens), O75604 | hit rate 0.01% among 330,000 | USP2 core, Ub-CHOP2 coupled fluorogenic reporter, 485/531;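 also: potency is read from the fitted curve at half-maximal effect; plate controls were DMSO wells for no effect and full inhibition by NEM control for full effect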
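Deubiquitinase activity read as fluorescence (485/531 nm) after Ub-CHOP2 cleavage activates the enterokinase reporter on its substrate; USP2 core 10nM, Ub-CHOP2 and substrate 25nM each, 30min compound preincubation then 60min RT; data normalized to NEM, curves fitted.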
Menin MLL FP TR: qHTS Assay for Inhibitors Targeting the Menin-MLL Interaction in MLL Related Leukemias: Competition With Texas Red Labeled MLL-derived Mutant Peptide; Menin + Texas Red MLL mutant peptide, fluorescence polarization; hit rate 0.23% among 270,000; Potency, µM (series often up to 61.6 µM), for the others: top-dose FP activity change, negative = inhibition, hits mostly inhibitors; O00255; active = well fitted inhibition curve with a large enough effect in the polarisation, with a control signal flat, not every such curve was filed as active; inconclusive = small, poorly fitted or top-dose-only effect, or effect the other way, or a change in a side signal; inactive = no such curve, though single readings can be large or run the other way; the % refers to the polarisation; also: potency is read from the fitted curve at half-maximal effect; % of control where 0% means no effect; many of its hits are not listed in these tables
GALK inhibitor: qHTS Assay for Inhibitors of Human Galactokinase (GALK); hit rate 0.007% among 270,000; Potency, µM (doses to about 57.5 µM), for the others: at the top dose activity change, negative = inhibition, most hits filed as inhibitors; Purified GALK, Kinase-Glo residual ATP luminescence; P51570; also: potency is read from the fitted curve at half-maximal effect; % is scaled to controls: 0 for no effect and ±100 for the full control effect
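GALK at 5 nM final was combined with compound, 35 uM ATP and 100 uM galactose in HEPES pH8.0 with MgCl2 and DTT. The reaction ran one hour at room temperature before luminescent ATP detection.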
FBPA coupling cs: qHTS Assay for Inhibitors of Fructose-1,6-bisphosphate Aldolase from Giardia Lamblia: Coupling assay counterscreen; coupling enzyme system counterscreen, AmpLite Red fluorescence; activity change, negative = inhibition, % at 58.2 µM, hits read low; hit rate 0.67% among 290,000; AID 2472, 2010; in the data active = activity change below about -30%; also: % is scaled to controls: 0 for no effect and ±100 for the full control effect
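Activity here indicates interference with the coupling reaction, not aldolase inhibition. Compounds at 57.5 uM final met coupling enzymes for 10 min at RT; substrate and AmpLite Red detection followed, with a 525/598 nm fluorescence read after 20 min.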
KCNH2 3.1 block: qHTS for Inhibitors of KCHN2 3.1: Mutant qHTS; Potassium voltage-gated channel subfamily H member 2, brain isoform KCNH2 3.1 (human); AID 720553, 2013; U2OS KCNH2 3.1, thallium flux FluxOr; hits give low values; activity change, % (tested at about 1.8 µM); hit rate 0.95% among 340,000;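 active = maximum activity change below -70%; inconclusive = maximum activity change from -70% to -50%; inactive = maximum activity change above -50%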;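 also: thallium influx rate constant from kinetic fluorescence after stimulation buffer; % is scaled to controls: 0 for no effect and ±100 for the full control effect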
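Channel expression came from 3.1 mutant virus (1.77 x 10^8 /mL) applied to suspended U2OS cells for 4 h. Flux was tracked with FluxOr dye plus Red40 quencher, and kinetic rate constants normalized to controls.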
PKM2 activator: qHTS Assay for Activators of Human Muscle isoform 2 Pyruvate Kinase; Pyruvate kinase PKM (Homo sapiens), P14618; purified PKM2, Kinase-Glo ATP luminescence, activation; response scale: 0% is enzyme alone, no compound; Potency, µM (titrated, usually from 57.5 µM), inactives show top-dose activation, hits mostly activators; hit rate 0.34% among 260,000; AID 1631, 2009; also: potency is read from the fitted curve at half-maximal effect; % is scaled to controls: 0 for no effect and ±100 for the full control effect; nearly all actives have a fitted effect of over 55% in size
Target sequence (P14618 whole entry, looked up, canonical isoform): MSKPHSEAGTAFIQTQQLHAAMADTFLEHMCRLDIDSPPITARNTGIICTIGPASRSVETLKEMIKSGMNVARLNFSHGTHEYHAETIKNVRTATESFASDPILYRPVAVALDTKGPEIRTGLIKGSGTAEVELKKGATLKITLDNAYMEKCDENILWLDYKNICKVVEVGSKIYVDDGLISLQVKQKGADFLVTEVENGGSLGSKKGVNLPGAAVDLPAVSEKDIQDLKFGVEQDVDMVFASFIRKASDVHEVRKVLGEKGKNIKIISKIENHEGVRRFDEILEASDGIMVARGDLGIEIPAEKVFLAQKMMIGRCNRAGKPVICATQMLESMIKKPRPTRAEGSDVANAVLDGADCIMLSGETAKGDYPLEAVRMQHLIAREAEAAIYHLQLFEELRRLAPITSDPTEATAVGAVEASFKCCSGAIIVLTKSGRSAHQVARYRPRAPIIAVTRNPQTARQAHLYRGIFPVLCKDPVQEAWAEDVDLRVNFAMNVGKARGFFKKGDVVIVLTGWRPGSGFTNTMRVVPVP
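Purified hPK-M2 (>95%) run at intermediate activity with 0.1 mM ADP and 0.5 mM PEP in 50 mM imidazole pH 7.2, KCl, MgCl2; 1 h room temperature. ATP formed read by Kinase-Glo luminescence; normalized to uninhibited and no-enzyme controls.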
B2AR arrestin: qHTS assay of beta-arrestin-biased ligands of beta2-adrenergic receptor; beta-arrestin recruitment to beta2AR, cell-based reporter; Potency, µM (doses to about 46.1 µM), for the others: top-dose activation, hits mostly activators; hit rate 0.02% among 330,000; AID 492947, 2010;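 also: potency is read from the fitted curve at half-maximal effect; 0% = DMSO controls and full agonism = EC100 isoproterenol or metaproterenol; nearly all actives have a fitted effect of over 65% in size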
Target sequence (P07550 whole entry, looked up): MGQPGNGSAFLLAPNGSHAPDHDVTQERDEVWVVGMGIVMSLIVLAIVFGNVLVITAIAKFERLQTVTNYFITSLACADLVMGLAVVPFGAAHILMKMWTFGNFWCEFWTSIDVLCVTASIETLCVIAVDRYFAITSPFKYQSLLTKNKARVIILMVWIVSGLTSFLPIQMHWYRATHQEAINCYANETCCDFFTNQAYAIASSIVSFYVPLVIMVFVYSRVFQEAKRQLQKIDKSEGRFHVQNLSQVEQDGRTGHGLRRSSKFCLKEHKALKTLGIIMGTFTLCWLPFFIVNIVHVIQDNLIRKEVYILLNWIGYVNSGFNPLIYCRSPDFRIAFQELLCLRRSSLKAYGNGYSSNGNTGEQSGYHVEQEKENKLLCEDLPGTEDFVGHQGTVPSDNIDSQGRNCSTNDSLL
TRPV1 agonist: HTS Assay for Compounds that Act as Agonists of the Vanilloid Receptor 1; TRPV1-expressing cells, Fluo-8 calcium influx, agonist mode; activation, % at 8.33 µM; hit rate 0.19% among 320,000; AID 540275, 2011; in the data active = activation above about 80%; inconclusive = between about 30% and that limit; also: 0% is about no effect
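Cells expressing TRPV1 were dye-loaded with Fluo-8 and read kinetically: 10 s baseline, 3 min after compound (agonist portion), then 2 min after EC20 capsaicin (allosteric enhancer portion). Calcium-bound dye fluorescence at 480/520 nm.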
Giardia killer: Small Molecules that selectively kill Giardia lamblia: qHTS; Giardia lamblia trophozoite viability; hit rate 0.15% among 340,000; activity change, % at 7.66 µM, hits read low; in the data active = activity change below about -80%; inconclusive = between about -30% and that limit;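 also: parasites exposed to compound for two days anaerobically before the ATP read; % is scaled to controls: 0 for no effect and ±100 for the full control effect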
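Giardia lamblia trophozoites (100 cells/well) were incubated with compounds for 48 h at 37 deg C under anaerobic conditions. Viability was read as ATP content by one-step luminescence after 15-30 min at room temperature.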
* = called active by the depositor; u = inconclusive; x = not tested or not shown; [ ] = remark or other dose. Unless noted, calls follow the shape of the dose curve; as a rule, active = well fitted curve in the direction sought with a large enough effect; inconclusive = small, poorly fitted or top-dose-only effect, or another doubt; inactive = no such curve, though single readings can be large; an effect the other way counts as inactive or inconclusive. Only part of the results is shown, so the mix of outcomes need not match the whole.

SMILES	MLL CXXC-DNA inh	KCNH2 WT inh	USP2a block	Menin MLL FP TR	GALK inhibitor	FBPA coupling cs	KCNH2 3.1 block	PKM2 activator	B2AR arrestin	TRPV1 agonist	Giardia killer
O=C(NNc1cccc(Cl)n1)Nc1ccccc1	-6.9%	-4.8	0.1%	-18.3%	1.9%	1.9	1.5	-5.2%	-0.2%	4.9	0.9
Cc1ccc(C)c(NC(=O)N2CCCCCC2)c1	7.5%	-2.6	0.4%	-2.5%	-6.1%	1.9	9.2	-6.0%	-0.1%	0.8	18.7
COc1ccccc1C1/C(=C(/O)c2ccc(C)cc2)C(=O)C(=O)N1CC(C)O (stereo not given)	0.7%	11.9	0.5%	4.7%	-1.1%	-12.7	4.6	-2.2%	0.4%	-1.7	-12.1
O=C(Cc1ccccc1)N[C@@H](Cc1ccccc1)C(=O)O	-18.0%	-3.1	0.2%	u	1.8%	0.7	9.1	3.0%	-0.2%	0.9	-2.7
CC[C@@]1(C(=O)OC)N[C@H](CN(C)C(=O)Nc2ccc(Cl)cc2)[C@@H]2C(=O)N(C)C(=O)[C@@H]21	x	-13.0	-0.3%	x	x	x	-1.3	x	-0.4%	x	-11.1
O=C(c1ccco1)N1CCN(Cc2nc3ccccc3c(=O)n2-c2ccc(F)cc2)CC1	-25.2%	0.6	3.6%	1.4%	-1.7%	-0.9	0.3	-1.3%	0.5%	-2.6	5.8
O=C(Cn1cnc2ccc(Cl)cc2c1=O)c1cccs1	-0.4%	-1.0	-1.5%	x	1.6%	2.2	12.5	1.2%	-0.3%	x	-3.7
Cc1c(C(=S)NC(=O)C2CC2)c(=O)n(-c2ccccc2)n1C	40.7%[activator]	0.8	1.5%	2.1%	-2.6%	0.1	20.5	3.3%	0.0%	-3.2	30.1[activator]
CC(=O)c1ccc(NC(=O)Cc2cccs2)cc1	5.1%	5.3	1.2%	u	-5.5%	1.0	7.7	-0.8%	0.2%	3.1	-10.5
Cc1ccc(NC(=O)c2nc[nH]c2C(=O)N2CCc3ccccc3C2)cc1	x	1.7	-2.1%	x	x	x	2.5	x	0.2%	12.9	-4.4
COc1ccccc1NS(=O)(=O)c1cc(NC(=O)c2ccc3ccccc3n2)ccc1Cl	-2.4%	-4.4	1.5%	u	0.4%	5.5	-4.1	-1.1%	-0.9%	-4.3	-23.6
Cc1ccccc1NC(=O)c1ccc2ccccc2c1	-5.3%	-15.1	1.7%	2.4%	-1.5%	0.2	29.5	-0.5%	-0.2%	u	9.4
Cc1nn(C)cc1/C=N/n1nnnc1N	2.5%	-1.7	3.0%	-12.5%	2.0%	2.7	12.3	-1.3%	5.2%	1.2	-9.0
Cc1ccccc1NC(=S)NC1CCN(Cc2ccccc2)CC1	1.2%	6.9	3.6%	-8.0%	0.6%	1.6	-17.9	-4.6%	-0.7%	-2.1	12.5
Cc1oc(S(=O)(=O)N2CCCC2)cc1C(=O)Nc1ccccc1	0.3%	-8.7	2.5%	x	3.2%	-0.1	-7.8	0.7%	-0.1%	15.0	-2.9
CN(C)C(=O)CCc1ccc2c3c([nH]c2c1)[C@]1(CCC2CCCC2)[C@@H](C(=O)N2CCOCC2)C[C@H](CC(=O)NCCCn2ccnc2)C(=O)N1CC3	x	-2.4	-0.5%	x	x	x	-1.3	x	-0.4%	x	9.5
O=C(N/N=C/c1ccc(-c2ccccc2[N+](=O)[O-])o1)[C@H]1C[C@@H]1c1ccccc1	6.5%	-4.4	-5.3%	u	1.6%	-43.8*	15.8	u	u	7.1	-8.6
Cc1ccc(S(=O)(=O)N(C)C)cc1-n1c(SCC(=O)Nc2ccccc2)nc2ccccc2c1=O	-8.9%	1.4	3.8%	-8.1%	2.0%	-2.4	-6.1	0.0%	-0.6%	12.2	-0.6
c1ccc2c(c1)nc(N1CCCCCC1)c1ccccc12	-5.8%	-3.7	-0.1%	x	0.2%	-1.1	-10.4	-0.7%	3.7%	4.5	13.5
CCc1cc2c(N=Nc3c(O)[nH]c4ccccc34)ncnc2s1	62.5%[activator]	1.2	1.8%	8.5%	0.2%	2.8	-2.6	-7.7%	-0.5%	0.0	-6.9
CSc1nc(SCCO)c2sc3nc(-c4ccco4)c4c(c3c2n1)CC(C)(C)OC4	-4.1%	5.1	10µM*	u	1.5%	-0.2	-13.0	15.4%	6.1%	-1.1	-21.4
Cn1ncc([N+](=O)[O-])c1C(=O)Nc1ccc(-c2nc3ccccc3o2)cc1	-2.9%	4.2	-4.8%	u	9.6%	1.4	12.0	-0.3%	0.2%	1.7	u
COc1ccc(CN2C(=O)c3ccccc3C2=O)cc1C(=O)OCC(=O)NC1CCCCC1	2.3%	-0.2	3.3%	-19.0%	0.4%	7.1	-0.5	-1.2%	-0.6%	3.7	-15.5
CC(=O)Nc1ccc(C2NC(=O)c3ccccc3O2)cc1 (stereo not given)	-18.8%	-12.7	0.3%	12.4%	-1.1%	-0.1	1.5	-5.6%	-0.6%	-2.2	3.3
Cc1ccc(C(=O)n2c(-c3ccccc3)cnc2SCC(=O)Nc2ccccc2)cc1	78.7%[activator]	-8.1	1.7%	-14.7%	0.0%	-0.6	-4.3	-12.8%	5.8%	23.9	-8.1
CC(=NCCc1c(C)[nH]c2ccc(C)cc12)C1=C(O)CC(c2ccccc2)CC1=O (stereo not given)	9.0%	21.0	5.5%	-1.1%	0.6%	-0.7	-3.4	0.2%	0.1%	11.5	0.0
O=C(Nc1ccc2ccccc2c1)c1ccc(Cl)cc1	2.4%	-3.4	-7.5%	u	8.1%	0.0	-7.7	5.4%[11.5 µM]	0.4%	u	-4.8
C=CCOc1ccc(CNn2cn[nH]c2=S)cc1	-2.4%	1.4	0.3%	7.7%	-2.0%	0.5	7.9	5.7%	-0.2%	5.7	-2.0
CC1=C(C(N)=O)C(c2cccnc2)n2nc(-c3cccc(C)c3)nc2N1 (stereo not given)	2.1%	-0.5	5.0%	-17.1%	-0.9%	-0.1	0.7	20.4%	0.0%	-6.5	-4.4
COc1cccc(C(=O)Nc2ccc(Cl)c(C(F)(F)F)c2)c1	-1.5%	1.8	0.4%	2.1%	-2.7%	-6.6	-14.3	-1.3%	-0.1%	19.5	2.4
CCCN1CCC(=NNc2ccc(C(=O)O)cc2)CC1	-4.1%	-4.7	3.4%	-0.6%	-3.4%	1.1	6.3	1.7%	0.4%	-7.5	-5.8
COC(=O)C(Cc1c[nH]c2ccccc12)NC(=O)c1cncc(Br)c1 (stereo not given)	3.6%	15.2	-4.2%	8.6%	3.1%	-2.4	14.5	x	0.2%	-1.9	-17.4
Cc1ccc(S(=O)(=O)N2CCC(C(=O)N[C@@H](C)C(=O)Nc3ccc(F)cc3)CC2)cc1	-1.3%	3.9	-0.2%	-5.6%	7.1%	1.2	-0.7	4.7%[0.46 µM]	-0.8%	4.5	4.3
COc1ccc(C)cc1-n1nnnc1SCc1nc2ccccc2s1	-2.6%	-5.3	0.4%	21.2%	-0.3%	-1.8	3.9	14.0%	0.0%	10.6	9.6
Cc1cn(C(=O)c2ccccc2)c(=S)n1-c1ccc(Cl)cc1	8.3%	-5.3	-0.5%	-14.8%	-4.8%	-0.2	-2.5	3.1%	1.0%	-0.2	6.6
O=C(Nc1cccc(-c2cn3cccnc3n2)c1)Nc1ccccc1F	17.3%	-18.2	0.5%	-11.8%	-1.4%	-0.2	9.1	1.1%	0.2%	1.3	7.5
COc1ccc(S(=O)(=O)N(C)C[C@H]2Oc3c(NS(=O)(=O)c4cn(C)cn4)cccc3C(=O)N([C@H](C)CO)C[C@@H]2C)cc1	x	-4.6	2.5%	x	x	x	-11.4	x	-1.9%	x	12.5
COc1ccc(CCNC(=O)c2cc(C3CC3)on2)cc1OC	0.7%	-22.2	1.2%	x	-3.0%	1.7	-12.9	6.3%	-0.4%	0.0	-13.1
Cc1ccc(C(C)C)c(OCCCCCN2CCOCC2)c1	-5.0%	-0.2	-0.6%	-16.6%	2.4%	-0.6	11.3	-7.4%	-0.2%	6.6	-4.9
O=C(CCCN1C(=O)c2ccccc2C1=O)Nc1nncs1	0.0%	0.9	4.9%	12.0%	-1.2%	-0.9	-7.3	0.4%	-0.1%	-3.5	-1.9

Screening results from PubChem BioAssay.
